Screens from PubChem.
TNF death inh – TNF-alpha cell death inhibition in Jurkat FADD-/- cells | Jurkat FADD-/- TNF necroptosis rescue, ATP luminescence, 24 h; 0 = TNF only, 100 = no-TNF cells | activation (protection from cell death), % at 10 µM | 0.068% of 220,000 active | AID 463075;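 active = activation, meaning protection from cell death, of at least 50% relative to plate controls; inactive = activation below 50%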;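 note: necroptosis triggered by 40 ng/mL TNF-alpha added together with compound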
PGE2 EP2 inh – inhibitors of human EP2 prostaglandin E2 receptor | 0.52% of 260,000 active | AID 1422 | inhibition, % at 25 µM | C6 glioma cells expressing human EP2, cAMP TR-FRET; cells stimulated with saturating PGE2;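 active = percent inhibition above 40 after rounding to a whole number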;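 note: rat C6 glioma host cells with rolipram phosphodiesterase inhibitor present; the protocol text gives 20 µM as final concentration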
RBBP9 inhibitor – inhibitors of human serine hydrolase RBBP9; 0.2% of 220,000 active; inhibition, % at 7.94 µM; recombinant RBBP9, FP-Rh probe fluorescence polarization;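 active = inhibition above the campaign mean of all tested compounds plus 3 SD, cut at about 14% in these data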;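 note: plate controls were DMSO wells with RBBP9 for no effect and wells lacking RBBP9 protein for full effect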
Target sequence (O75884 whole entry, looked up): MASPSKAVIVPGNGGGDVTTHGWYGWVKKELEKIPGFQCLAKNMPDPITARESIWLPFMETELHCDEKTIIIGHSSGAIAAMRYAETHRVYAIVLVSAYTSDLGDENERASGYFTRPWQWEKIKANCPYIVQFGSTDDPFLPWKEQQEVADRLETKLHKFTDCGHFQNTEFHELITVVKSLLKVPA
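Measured by – fluorescence polarization · Test system – RBBP9 protein · Input – 2.5 µM RBBP9 dispensing solution, before mixing · Measure – percent inhibition from mP, scaled between DMSO and no-protein wells · Benchmarks – DMSO-treated enzyme wells and wells lacking RBBP9 · Times – preincubation 30 min plus labeling 45 min at 25 °C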
PERK inhibitor – blocks human PERK kinase; Q9NZJ5; CHO PERK-DD fusion, SEAP luminescence translation reporter; inhibition, % at 5.6 µM; 0.17% of 220,000 active; AID 1416;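 active = inhibition above the mean inhibition of all tested compounds plus 3 SD, set separately per screening campaign, cut at about 2.9% in these data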;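 note: PERK kinase domain activated by AP20187 dimerizer at 100 nM; 0% = DMSO with dimerizer and 100% = rapamycin at 8.4 µM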
L929 necroptosis – L929 zVAD cell death inhibition. L929 zVAD necroptosis rescue, ATP luminescence, 24 h; with zVAD 60 µM. 0.38% of 220,000 active. viability rescue, % at 10 µM. AID 1377;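 active = activation, scaled between plate controls, above about 75%, limit read from the data; inactive = activation under that limit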;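 note: 0% = zVAD with DMSO and 100% = DMSO alone without zVAD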
Hck-Nef inh – inhibitors of human Hck kinase activated by Nef; P08631; inhibition, % at 20 µM; Recombinant Hck-YEEI plus Nef, Z-Lyte FRET kinase assay; 0.68% of 220,000 active; AID 463187;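 active = Hck-Nef kinase inhibition above about 50%, limit read from the data; inactive = inhibition below that limit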;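 note: 0% = DMSO with Hck plus Nef and 100% = Hck alone without Nef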
Runt-CBFb FRET – blocks binding of human RUNX1 Runt domain to CBFb. inhibition, % at 20 µM. AID 1496. 0.46% of 220,000 active. Cerulean-Runt/Venus-CBFb FRET ratio 530/480, 1 h;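 active = inhibition over about 50% at 20 µM in the single-dose screen, limit read from the data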;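 note: 0% = DMSO wells and 100% = excess unlabeled CBFb competitor control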
Target sequence (Q01196 whole entry, looked up, the tested form may be a part): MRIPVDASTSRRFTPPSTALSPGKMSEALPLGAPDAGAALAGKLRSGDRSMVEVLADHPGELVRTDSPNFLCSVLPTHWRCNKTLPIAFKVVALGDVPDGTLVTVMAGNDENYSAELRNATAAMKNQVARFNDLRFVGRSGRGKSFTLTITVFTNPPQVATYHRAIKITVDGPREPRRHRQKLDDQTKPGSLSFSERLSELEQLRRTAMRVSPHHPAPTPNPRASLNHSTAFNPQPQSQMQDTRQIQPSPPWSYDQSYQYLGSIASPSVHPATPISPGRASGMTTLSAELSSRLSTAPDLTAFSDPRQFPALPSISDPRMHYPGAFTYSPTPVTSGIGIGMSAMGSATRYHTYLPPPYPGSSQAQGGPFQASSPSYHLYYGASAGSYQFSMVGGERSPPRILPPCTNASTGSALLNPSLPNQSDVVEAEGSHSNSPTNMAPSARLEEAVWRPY
Target sequence (Q13951 whole entry, looked up, the tested form may be a part): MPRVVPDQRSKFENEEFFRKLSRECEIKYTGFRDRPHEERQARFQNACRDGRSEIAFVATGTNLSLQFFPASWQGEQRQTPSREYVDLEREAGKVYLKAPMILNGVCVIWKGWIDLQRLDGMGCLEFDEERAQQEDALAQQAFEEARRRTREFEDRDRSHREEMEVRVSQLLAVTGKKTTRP
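Assay system: Cerulean-Runt domain / Medium: Tris 50 mM pH 7.5, KCl, K2SO4, 0.01% BSA / Timing: protein complex preformed 1 h, compound exposure 1 h, room temperature, dark / Measured by: FRET, excitation 422 nm, emission at 530 and 480 nm / Evaluation: loss of energy transfer signal / Control set: 5 µM unlabeled CBFb as full-inhibition high control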
EP2 mod – modulates human prostaglandin E2 receptor EP2 signaling | EP2-expressing cells, cAMP HTRF FRET, PGE2 co-stimulation | 0.83% of 260,000 active | AID 940 | induction, % at 25 µM;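 active = compounds whose cAMP rise, as percent of the full-agonist control response, exceeds 60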;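 note: rat C6 glioma line stably carrying human EP2 under a CMV promoter; the protocol text gives 20 µM as final concentration; 100% = response of wells given 1 µM PGE2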
Runt-SMMHC FRET – blocks binding of human RUNX1 Runt domain to CBFb-SMMHC | Cerulean-Runt/Venus-CBFb-SMMHC FRET ratio 530/480, 1 h | inhibition, % at 20 µM | 0.74% of 220,000 active | AID 1434;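 active = mean inhibition across duplicate retests at 20 µM reaching about 50%, limit read from the data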;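 note: 0% = DMSO wells and 100% = wells with excess untagged CBFb-SMMHC; inhibitors lower the FRET ratio by blocking Runt binding to CBFb-SMMHC; some results filed as inactive read as strong as hits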
* marks the source's active call; other numbers are inactive results; nt = no result given; & = joins results of further samples.

nr	SMILES	PGE2 EP2 inh	RBBP9 inhibitor	Hck-Nef inh	L929 necroptosis	Runt-CBFb FRET
1	Cc1ccccc1Cn1nc(C)c(NC(=O)c2noc3c2CCc2ccccc2-3)c1C	7	-2	23	1.8	-2
2	Oc1ccccc1OCc1nc2ccccc2s1	7	-13	0	1.1	0
3	O=C(Nc1ccc(-c2nc3cc(Cl)ccc3c(=O)o2)cc1)c1ccco1	9	-4	31	1.3	-1
4	CC1(C)Cc2nc3sc(C(=O)NCCCO)c(N)c3cc2CO1	4	-3	16	-0.2	3
5	CCOC(=O)CNC(=O)CSc1nc(N)cc(N)n1	4	-7	0	0.3	-1
6	COc1ccc(N2CCN(C(=O)CN(C3CCCCC3)S(C)(=O)=O)CC2)cc1	3	-2	22	1.9	2
7	CC1=NNC(=O)C1CC(=O)N/N=C(\C)c1cccs1 (stereo not given)	0	-6	26	6.8	0
8	CCCOc1cccc(C(=O)N(Cc2cccs2)C2CCS(=O)(=O)C2)c1 (stereo not given)	23	-11	0	0.0	-2
9	CN1CCN(c2ccc(S(=O)(=O)N3CCCCC3)cn2)CC1	9	-1	1	-0.8	-1
10	O=C(O)CSc1nc(SCc2ccccc2Cl)nc2c1CCCC2	12	-7	0	0.5	-3
11	CCC1=Nc2cc(C(=O)NCc3cccnc3)ccc2Sc2ccc(C)cc21	4	-5	21	-1.2	-4
12	CCC(OC(=O)c1cccs1)C(=O)NCc1ccc2c(c1)OCO2 (stereo not given)	9	1	2	-1.6	0
13	N#CCSc1nc(-c2ccccc2)c2cc(Cl)ccc2n1	7	-6	4	nt	0
14	C/C(=N\O)C(C)/[N+]([O-])=C/c1nc(C)c(C)n1O (stereo not given)	-12	-2	1	-0.6	nt
15	CCOC(=O)c1[nH]cnc1C(=O)Nc1ccc(F)cc1	10	-5	19	4.9	-1

nr	PERK inhibitor	TNF death inh	EP2 mod	Runt-SMMHC FRET
1	-0.3	-1.7	5	0
2	0.2	5.7	-24	-2
3	0.9	2.8	-9	-11
4	0.4	1.1	5	-3
5	0.2	-1.3	6	-3
6	-0.3	1.4	1	1
7	1.1	-0.1	22	-5
8	-0.7	-1.5	7	-4
9	0.3	0.0	-5	3
10	0.7	-0.5	1	-1
11	0.4	-14	7	-1
12	0.6	-0.4	6	0
13	-1.0	-0.8	60	0
14	1.1	-1.7	nt	nt
15	0.9	-1.5	-8	4

nr	SMILES	PGE2 EP2 inh	RBBP9 inhibitor	Hck-Nef inh	L929 necroptosis	Runt-CBFb FRET
16	O=C(Nc1nc2ccc(S(=O)(=O)N3CCCC3)cc2s1)C1CCCCC1	nt	-9	-1	0.1	3
17	COC(=O)CSC1=C(C#N)C(c2ccc(C)o2)CC(=O)N1 (stereo not given)	1	-4	13	-1.6	nt
18	CCCCCCC(=O)N(O)C1CC(=O)N(c2ccc(Cl)cc2)C1=O (stereo not given)	4	-6	-31	-1.4	38
19	Cc1ccc(CN(c2ccc(C(=O)N3CCCC3)cc2)S(C)(=O)=O)cc1	12	-4	3	1.9	-1
20	O=C(CCCOc1ccc(Cl)cc1Cl)Nc1ccc(O)cc1C(=O)O	13	-8	2	0.4	-3
21	COc1ccc(-n2nnnc2SCC(=O)NNC(=O)c2ccc([N+](=O)[O-])cc2)cc1	8	0	1	0.9	0
22	CCCSCCCNC(=O)Cn1cc2c(n1)CCC(C)C2 (stereo not given)	3	-5	19	-0.2	2
23	O=C(CSc1nnc(CNC(=O)C23CC4CC(CC(C4)C2)C3)n1-c1ccc(F)cc1)Nc1ccc(F)cc1	10	-6	2	5.3	-2
24	Cc1ccc2c(c1)NCCO2	3	-1	2	1.0	1
25	NC(=O)CNC(=O)c1cccc(Cl)c1	5	4	2	1.4	0
26	Cn1cccc1-c1nc2ccccc2[nH]1	7	-4	25	-0.2	2
27	COc1ccc(Cl)cc1-c1nc(SCC(=O)NC(C)(C)C)n[nH]1	3	-2	31	2.0	-1
28	O=C(CSc1nnc(-c2ccc(O)cc2)n1Cc1ccccc1)NNC(=O)c1ccc(Br)cc1	7	-9	3	0.0	1
29	Cc1ccc(OCC(=O)N/N=C/c2cn(Cc3ccccc3)c3ccccc23)cc1	8	-4	4	3.1	18
30	O=C(CN1CCC(n2nnc3cc(F)ccc32)CC1)NCCc1ccccc1	9	1	14	-0.5	-3

nr	PERK inhibitor	TNF death inh	EP2 mod	Runt-SMMHC FRET
16	-0.5	-7.4	8	-4
17	0.5	-5.1	15	nt
18	1.3	-7.9	-4	21
19	-0.8	-1.6	-42	1
20	0.6	-1.5	-13	-2
21	0.8	2.1	12	2
22	0.3	-0.9	24	4
23	1.0	0.3	1	-2
24	0.9	-2.9	-2	-4
25	0.6	1.0	7	2
26	0.9	1.3	21	0
27	1.0	1.8	-22	1
28	0.5	1.2	17	2
29	0.0	2.4	-15	-3
30	-0.8	0.4	-36	-2

Overlap with the part before: 3 compounds, followed by the next part.
nr	SMILES	PGE2 EP2 inh	RBBP9 inhibitor	Hck-Nef inh	L929 necroptosis	Runt-CBFb FRET
28	O=C(CSc1nnc(-c2ccc(O)cc2)n1Cc1ccccc1)NNC(=O)c1ccc(Br)cc1	7	-9	3	0.0	1
29	Cc1ccc(OCC(=O)N/N=C/c2cn(Cc3ccccc3)c3ccccc23)cc1	8	-4	4	3.1	18
30	O=C(CN1CCC(n2nnc3cc(F)ccc32)CC1)NCCc1ccccc1	9	1	14	-0.5	-3
31	COc1ccc(C)cc1NC(=O)CSc1nnnn1Cc1ccccc1	6	-7	1	0.2	-2
32	COc1ccccc1N(CC(=O)N/N=C/c1c(O)ccc2ccccc12)S(C)(=O)=O	11	7	3	4.9	36
33	Cc1occc1C(=O)N1CCN(c2ncccn2)CC1	4	-2	1	0.2	0
34	CCOc1cc(NC(=S)NCCOC)c(OCC)cc1NC(=O)c1ccco1	4	-5	11	3.6	1
35	Cc1ccc(S(=O)(=O)N2CCCOC2CNC(=O)C(=O)NCCCn2ccnc2)cc1 (stereo not given)	7	-2	0	0.1	-2
36	O=C(CSc1ccc(-c2cccs2)nn1)Nc1ccccc1	4	-5	18	0.0	0
37	Cc1ccc(NC(=O)COc2ccc(/C=N/NC(=O)CSCc3ccccc3)cc2)cc1	4	-7	1	17	0
38	CN(c1cccnc1)c1ncnc2[nH]ncc12	14	-2	11	0.4	-2
39	COc1ccc(S(=O)(=O)N2CCCCCC2)cc1C(=O)OCC(=O)Nc1cc(C)on1	4	5	15	-0.6	-2
40	COC(=O)c1[nH]c2ccc(Cl)cc2c1NC(=O)C1CC1	nt	-3	-1	-0.2	0
41	CC(C)OC(=O)c1cc2c(ccn2C)n1CC(=O)N1CCC(Cc2ccccc2)CC1	13	1	0	-0.2	nt
42	COc1ccc(NC(=S)N(CCCN2CCOCC2)Cc2ccco2)cc1	5	-5	14	0.3	0
43	Cc1ccc(C)c(NC(=O)c2nnn(Cc3ccccc3)c2N)c1	4	-1	0	0.0	0
44	COc1ccc(C(=O)O)cc1S(=O)(=O)N(C)CCc1ccccn1	9	-4	15	0.4	1
45	COc1ccc(NC(=O)COC(=O)[C@@H](NC(=O)c2c(F)cccc2F)C(C)C)cc1	5	4	23	2.0	-1

nr	PERK inhibitor	TNF death inh	EP2 mod	Runt-SMMHC FRET
28	0.5	1.2	17	2
29	0.0	2.4	-15	-3
30	-0.8	0.4	-36	-2
31	-0.2	1.4	-13	5
32	0.1	-13	-71	53*
33	1.0	-2.2	10	4
34	-1.4	1.0	-3	2
35	0.9	0.9	-3	0
36	-0.2	-0.1	-45	-5
37	-0.6	-4.7	-8	4
38	0.8	4.0	-13	1
39	0.1	1.0	-7	-3
40	0.3	-1.0	-66	1
41	-1.0	-1.1	19	-21
42	0.0	0.8	9	2
43	-1.1	-1.7	-7	-32
44	1.0	1.0	8	0
45	0.9	0.9	39	-4

nr	SMILES	PGE2 EP2 inh	RBBP9 inhibitor	Hck-Nef inh	L929 necroptosis	Runt-CBFb FRET
46	Cc1[nH]c2ccccc2c1N=Nc1ccccc1F	1	-5	-12	-0.3	-5
47	COC(=O)c1ccccc1NC(=O)CNc1cc(OC)c(OC)cc1C	9	-1	2	0.0	-1
48	CC(C)(Oc1ccc(CCNC(=O)c2ccc(-c3ccc(Cl)cc3)o2)cc1)C(=O)O	5	-3	5	5.8	3
49	COC(=O)c1sc(NC(=S)NC(=O)c2ccccc2)nc1C	10	-2	1	2.0	1
50	COCC(=O)NC1CCN(C(=O)NCc2ccccc2)CC1	6&11	-4	-1	0.5	2
51	COc1cc2c(c(OC)c1OC)C(=O)CC2	5	-8	10	-0.5	1
52	CC(C)(C)NC(=O)CN(C(=O)CS(=O)CC(=O)Nc1ccc(F)cc1)c1ccc(Cl)cc1 (stereo not given)	-3	-7	1	-0.3	-3
53	O=c1ccn(Cc2ccccc2Cl)cc1	15	-5	8	-0.1	-1

nr	PERK inhibitor	TNF death inh	EP2 mod	Runt-SMMHC FRET
46	1.5	1.6	6	-5
47	0.2	-7.9	-1	4
48	1.8	1.6	-22	-4
49	1.3	2.2	-10	2
50	0.0	1.7	9&11	2
51	1.3	-0.1	-13	-2
52	-0.7	-1.8	-18	-5
53	-0.4	-0.9	15	-4

A portion of the library; count on the stated rates, not on these rows.
